Screening results from PubChem.
PPARg SRC-1 ag: PPARgamma agonists recruiting SRC-1 coactivator, primary screen, biochemical | activation, % at 8 µM | PPARgamma-SRC-1 coactivator recruitment biochemical assay | 0.41% of 200,000 active; in the data active = activation above about 19%;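 also: 0% = DMSO and 100% = reference agonist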
PPARg SRC-3 ag: PPARgamma agonists recruiting SRC-3 coactivator, primary screen, biochemical | activation, % at 8 µM | biochemical PPARgamma/SRC-3 coactivator recruitment assay | 0.26% of 200,000 active; in the data active = activation above about 23%;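 also: 0% = DMSO and 100% = reference agonist; some compounds past the cut are filed as inactive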
L major viab: Leishmania major promastigote growth inhibition, primary screen. Leishmania major promastigotes, resazurin fluorescence viability. inhibition, % at 10 µM. 9% of 200,000 active. AID 1063, 2008; in the data active = inhibition above about 50%;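 also: promastigotes grown with compound for 44 hours at 28 °C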
DTT redox prof: compounds producing H2O2 with reducing agent – biochemical, NIH compound library profiling, artefact control for MLSCN library redox annotation, primary screen; activation, % at 10 µM; 0.03% of 200,000 active; DTT-dependent redox cycling H2O2, phenol red/HRP absorbance; 100% = 100 µM peroxide control, 0% = buffer; AID 878, 2007;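 active = activation of at least 50% relative to the plate's high and low controls in the primary single-dose screen; inactive = activation below 50%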;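 also: compound incubated with DTT at 0.8 mM final as the reducing agent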
SRC2 TRFRET art: TR-FRET signal artefacts, primary screen, artefact control for PPARgamma SRC-2 agonist project, biochemical. TR-FRET artefact counter-screen; hits give high values. TR-FRET ratio at 8 µM. 0.4% of 200,000 active. AID 1049, 2008; in the data active = TR-FRET ratio above about 2000; also: inactives centre near 1500
bIAP inh: bovine intestinal alkaline phosphatase inhibitors, primary screen, selectivity assay for TNAP inhibitor project, biochemical, bovine IAP, CDP-star luminescence. purified bovine IAP, 30 min. inhibition, % at 20 µM. alkaline phosphatase, intestinal [Bos taurus]. AID 1019, 2008. 190,000 tested, under 10 active;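 active = over 50% inhibition of intestinal alkaline phosphatase at 20 µM in the single-dose screen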
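Incubation: 30 min reaction at room temperature / Material: purified bovine intestinal alkaline phosphatase (IAP) enzyme / Input: enzyme at 1/65,000,000 dilution / Dosing: 20 µM single dose / Signal: CDP-star luminescence signal / Reagent: CDP-star chemiluminescent phosphatase substrate, 30 µM final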
PPARg SRC-2 ag: agonists of PPARg-SRC-2 recruitment, primary screen, biochemical, HTS. Peroxisome proliferator-activated receptor gamma (Homo sapiens), P37231. PPARgamma LBD-SRC-2 recruitment. activation, % at 8 µM. 0.34% of 200,000 active. AID 1032, 2008; in the data active = activation above about 22%;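 also: 0% = vehicle and 100% = reference agonist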
ROMK primary: ROMK potassium channel modulators, primary screen, cell-based, thallium flux, MLSMR library; ATP-sensitive inward rectifier potassium channel 1 (Homo sapiens), P48048; Tet-inducible ROMK, thallium flux fluorescence; actives lie on both sides; B-score at 10 µM; 2% of 130,000 active; AID 1918, 2009;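 active = signal ratio slope over the read window, or its plate-corrected B-score, at least 3 SD from the plate mean, either direction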;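 also: B-score of the F/F0 ratio slope over 7 to 12 s after thallium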
Target sequence (P48048 whole entry, looked up): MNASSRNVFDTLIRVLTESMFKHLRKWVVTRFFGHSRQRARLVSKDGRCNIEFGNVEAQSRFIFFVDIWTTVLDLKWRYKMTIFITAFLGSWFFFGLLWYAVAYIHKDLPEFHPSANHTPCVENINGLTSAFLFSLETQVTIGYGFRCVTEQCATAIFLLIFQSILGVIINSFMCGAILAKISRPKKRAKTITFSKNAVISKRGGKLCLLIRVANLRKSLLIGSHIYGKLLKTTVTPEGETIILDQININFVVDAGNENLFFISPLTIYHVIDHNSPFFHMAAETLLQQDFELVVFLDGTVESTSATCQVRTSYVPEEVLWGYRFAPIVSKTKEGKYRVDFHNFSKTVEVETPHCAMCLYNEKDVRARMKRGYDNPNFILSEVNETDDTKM
RAM network inh: inhibitors of the yeast RAM network, primary screen, dse1pr::URA3 reporter, 5-FOA selection | S. cerevisiae dse1pr::URA3 reporter, 5-FOA growth OD615, 2 d; analog-sensitive cbk1-as2 kinase mutant strain | AID 868, 2007 | 1.8% of 190,000 active | inhibition, % at 50 µM;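 active = inhibition above a set limit, 3 SD over mean compound inhibition, cut at about 8.4% in these data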;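 also: 0% = DMSO-only wells with no growth and 100% = 10 µM 1-NA-PP1 full growth; inhibition rescues growth on 5-FOA so higher OD means more RAM inhibition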
HMGR II inh: inhibitors of E. faecalis class II HMGR, primary screen, biochemical, Enterococcus faecalis. HMG-CoA reductase (Enterococcus faecalis, mvaE). purified E. faecalis HMGR, NADPH absorbance 340 nm kinetic. inhibition, % at 10 µM. 0.41% of 190,000 active. AID 1066, 2008;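 active = inhibition above a set limit, the median over all tested compounds plus 3 SD, cut at about 9.5% in these data; inconclusive = no clear call, values can overlap the other calls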;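 also: enzyme runs in reverse so mevalonate oxidation gives rising NADPH absorbance; 0% = complete reaction with DMSO and 100% = background rate lacking mevalonate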
S1P3 antag: S1P3 receptor antagonists, primary screen, cell-based; Sphingosine 1-phosphate receptor 3 (Homo sapiens), Q99500; CHO S1P3 NFAT-BLA reporter, FRET fluorescence, antagonist mode; inhibition, % at 4.98 µM; 0.27% of 170,000 active; AID 485, 2006;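 active = inhibition above the plate cutoff, the mean inhibition of test wells on that plate plus 3 SD, cut at about 28% in these data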;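 also: cells challenged with S1P at its EC80 of 0.8 µM; blue over green emission ratio from cleaved BLA substrate after 4 h stimulation; 0% = S1P-stimulated wells and 100% = unstimulated DMSO-only wells; some compounds past the cut are filed as inactive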
Target sequence (Q99500 whole entry, looked up): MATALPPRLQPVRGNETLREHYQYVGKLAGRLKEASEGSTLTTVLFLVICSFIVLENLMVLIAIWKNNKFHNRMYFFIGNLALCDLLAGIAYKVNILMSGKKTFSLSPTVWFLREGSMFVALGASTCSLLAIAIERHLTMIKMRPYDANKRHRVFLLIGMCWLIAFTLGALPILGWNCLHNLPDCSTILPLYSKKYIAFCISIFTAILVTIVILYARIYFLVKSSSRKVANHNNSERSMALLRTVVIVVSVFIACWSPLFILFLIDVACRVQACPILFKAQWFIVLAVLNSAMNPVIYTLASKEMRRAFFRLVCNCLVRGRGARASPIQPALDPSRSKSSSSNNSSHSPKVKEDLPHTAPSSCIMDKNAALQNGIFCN
An asterisk follows results filed as active; ? = inconclusive; · = no result given.

SMILES | PPARg SRC-1 ag | PPARg SRC-3 ag | L major viab | DTT redox prof | SRC2 TRFRET art | bIAP inh | PPARg SRC-2 ag | ROMK primary | RAM network inh | HMGR II inh | S1P3 antag
Cc1nc(CCN2C(=O)c3ccccc3C2=O)cs1 | 3 | -10 | -4 | 2.0 | 1534 | -4 | -5 | · | 1.6 | -2 | ·
Cc1ccccc1-n1cc[nH]c1=S | 10 | 1 | -2 | 0.6 | 1656 | -7 | 3 | 0.68 | 0.9 | 1 | 5
Oc1c(C(c2ccco2)N2CCC3(CC2)OCCO3)sc2ncnn12 (stereo not drawn) | 2 | 6 | -6 | -0.1 | 1671 | -5 | 6 | · | -0.1 | 0 | -2
NC(=O)CCC(=O)N1CCCC(C(=O)c2ccc3c4c(cccc24)CC3)C1 (stereo not drawn) | 8 | 3 | -6 | 0.0 | 1560 | -2 | 12 | -0.75 | -0.1 | -4 | -6
CCn1c(=O)cc(SCC(=O)NCc2ccc(C)cc2)c2ccccc21 | 50* | 76* | -3 | -3.1 | 3248* | 3 | 70* | · | 1.5 | 3 | ·
COc1ccc(/C=c2/sc3n(c2=O)C(c2ccccc2OC)C2=C(N=3)c3ccccc3CC2)cc1O (stereo not drawn) | 1 | 7 | 42 | 3.3 | 1531 | 16 | 3 | 0.28 | 9.5* | -7 | ·
O=C(Cc1ccccc1)Nc1ccc2c(c1)C(=O)N(CC1CCCO1)C2=O (stereo not drawn) | 10 | 3 | 4 | 1.0 | 1575 | 6 | 8 | -2.4 | 1.0 | -5 | 10
Cc1ccc(NC(=S)N(CCCN2CCOCC2)Cc2ccccn2)cc1 | 4 | 4 | 1 | -0.3 | 1701 | -17 | 5 | 0.54 | 0.8 | -4 | -6
O=C(NCCCn1ccnc1)c1csc2ccccc12 | 4 | 1 | 4 | 0.7 | 1599 | 6 | 0 | · | 1.1 | 2 | 15
COC(=O)C1=C(C)N(c2cc(Cl)cc(Cl)c2)C(=O)C1 | 4 | 4 | 87* | -0.6 | 1330 | 1 | -1 | · | 0.1 | -3 | ·
COC(=O)c1c(N)c(C#N)c(C)n1-c1ccccc1 | 1 | 7 | 13 | 0.9 | 1586 | -4 | 1 | -0.58 | -1.1 | -2 | 16
c1ccc(-c2ccc(-n3ccnc3)cc2)cc1 | 5 | 8 | 5 | -5.9 | 1534 | 18 | -5 | 0.25 | 2.5 | -4 | 14
O=C1NC(c2ccc3c(c2)OCO3)Oc2ccccc21 (stereo not drawn) | 7 | 3 | -5 | 0.4 | 1574 | 16 | 11 | · | 4.7 | -5 | -5
CC1CCN(CCC(=O)N2CCCc3c2c(=O)oc2ccc(O)cc32)CC1 | -2 | -10 | 2 | -1.1 | 1636 | 13 | 5 | · | 1.9 | -2 | -27
Cc1cccc(C2(c3cccc(C)c3)CC2C(=O)Nc2ccc([N+](=O)[O-])cc2O)c1 (stereo not drawn) | 4 | 1 | 99* | -0.3 | 1637 | -25 | -6 | · | 5.3 | -6 | 76*

Single records, from the list above:
Entry for CC1CCN(CCC(=O)N2CCCc3c2c(=O)oc2ccc(O)cc32)CC1 = PPARg SRC-1 ag = -2; PPARg SRC-3 ag = -10; L major viab = 2; DTT redox prof = -1.1; SRC2 TRFRET art = 1636; bIAP inh = 13; PPARg SRC-2 ag = 5; ROMK primary = ·; RAM network inh = 1.9; HMGR II inh = -2; S1P3 antag = -27
Entry for c1ccc(-c2ccc(-n3ccnc3)cc2)cc1 = PPARg SRC-1 ag = 5; PPARg SRC-3 ag = 8; L major viab = 5; DTT redox prof = -5.9; SRC2 TRFRET art = 1534; bIAP inh = 18; PPARg SRC-2 ag = -5; ROMK primary = 0.25; RAM network inh = 2.5; HMGR II inh = -4; S1P3 antag = 14

More entries:
SMILES | PPARg SRC-1 ag | PPARg SRC-3 ag | L major viab | DTT redox prof | SRC2 TRFRET art | bIAP inh | PPARg SRC-2 ag | ROMK primary | RAM network inh | HMGR II inh | S1P3 antag
CCOC(=O)N1CCC(N2CCCC(C(=O)c3cc(F)ccc3OC)C2)CC1 (stereo not drawn) | 9 | 3 | 82* | -0.8 | 1517 | -23 | 4 | -0.49 | 1.1 | -1 | 16
Cc1noc(C(=O)Nc2cccnc2)c1Cl | -2 | 4 | -6 | -1.9 | 1699 | 8 | 3 | · | 1.5 | 2 | ·
O=C(CSCc1ccccc1)N/N=C/c1ccccc1OCc1ccccc1 | -3 | 13 | 0 | -4.1 | 1632 | 47 | 4 | -0.086 | 2.8 | -5 | ·
O=C1/C(=C\Nc2ccccc2)CCN1c1ncccn1 | 5 | -5 | -6 | 0.2 | 1678 | 18 | 6 | 1.2 | 1.7 | -1 | ·
O=C(Nc1ccc2c(c1)OCCO2)C(c1ccc(F)cc1)N1CCCCC1 (stereo not drawn) | -4 | 1 | 58* | 0.2 | 1510 | -41 | 3 | -0.48 | -0.2 | 1 | ·
C=C(C)COc1ccc2c(CC)cc(=O)oc2c1C | -11 | 2 | 62* | · | 1443 | -20 | 8 | · | 0.3 | 0 | -5
CCC(C)(C)n1nnnc1C(c1cc2cc(C)cc(C)c2[nH]c1=O)N1CCCC1 (stereo not drawn) | -7 | -2 | 3 | -0.8 | 1698 | -1 | 5 | · | -0.5 | 2 | 5
COc1cc2c(c(OC)c1)C(c1cccc(OC)c1OC)CC(=O)N2 (stereo not drawn) | -2 | 10 | 28 | -0.3 | 1359 | 5 | -1 | · | 0.0 | -6 | 12
CCc1ccc(C(=O)c2cncc(Br)c2)cc1 | 4 | 3 | 12 | 0.1 | 1625 | 17 | 3 | -0.11 | 0.3 | -1 | ·
O=C(Nc1cccc(Cl)c1)NC1(C(=O)NCc2cccs2)CCCCC1 | 4 | 2 | 62* | 0.3 | 1642 | -6 | -2 | · | 5.2 | 0 | ·
Cc1ccc(S(=O)(=O)Cc2cn3cccnc3n2)cc1 | 3 | 0 | -9 | -0.3 | 1573 | 4 | 6 | · | 1.8 | 1 | -5
COc1ccc(N(C)S(=O)(=O)c2cccc(C(=O)OCC(=O)Nc3sc4c(c3C#N)CCCCC4)c2)cc1 | -1 | 4 | 26 | 0.1 | 1509 | -9 | 0 | 1.1 | 11* | -2 | -3
O=C(Nc1ccc2oc(-c3cccnc3)nc2c1)c1cc2ccccc2o1 | 8 | 4 | 3 | 0.3 | 1505 | -4 | -2 | 0.27 | -0.8 | -4 | -22
COc1ccc(-c2c3c(nc4sc5c(=O)[nH]c(C)nc5c24)CCC3)cc1 | 11 | -2 | 14 | -0.1 | 1585 | -15 | -4 | 2.2 | -0.1 | 1 | ·
Cc1cc(C)c(S(C)(=O)=O)c(NN)n1 | 6 | 4 | 4 | -0.8 | 1762 | -19 | 7 | 0.072 | 1.1 | -11 | -3
O=C(Cn1cnc2ccccc21)N/N=C/c1ccc([N+](=O)[O-])cc1 | 2 | 1 | 0 | 0.3 | 1767 | 16 | -1 | · | 3.0 | -5 | -6
CCOc1nc(-c2ccc(C)cc2)ccc1-c1noc(-c2cccnc2)n1 | 9 | 3 | -4 | 0.0 | 1581 | 12 | 7 | -0.52 | 3.0 | 2 | -4
CC(=O)Nc1cccc(NC(=O)c2sc3ncn(CC(=O)N4CCCCC4)c(=O)c3c2C)c1 | 2 | -6 | 0 | 0.4 | 1304 | -3 | 4 | 0.08 | 2.5 | -1 | 5
CN1CCN(C(=S)c2cn(CCOc3ccccc3)c3ccccc23)CC1 | 6 | 5 | 24 | -2.0 | 1638 | -7 | 4 | -1.2 | -0.1 | -1 | -15
NNC(=O)c1ccc(Cl)cc1Cl | 10 | -3 | -3 | -0.7 | 1495 | 8 | 10 | 0.1 | 1.8 | 5 | -6
Cc1ccc(C(=O)NC(=S)Nc2ccc(N3CCOCC3)cc2)cc1 | -4 | -1 | -1 | -0.7 | 1689 | 4 | 4 | -0.86 | 0.8 | 2 | -9
Cc1nc(SCC(N)=O)[nH]c(=O)c1Cc1ccc(OC(C)C)cc1 | 3 | 6 | 1 | -0.1 | 1696 | 0 | 1 | 0.28 | 0.8 | -4 | ·
O=C(CCC(=O)Nc1ccc(Cl)cc1Cl)NNC(=O)[C@@H]1CCCC[C@@H]1C(=O)O | 2 | 1 | -2 | -0.5 | 1412 | 2 | 4 | -1.1 | 2.0 | 0 | -23
Cc1ccccc1NC(=O)COC(=O)CNC(=O)c1sc2ccccc2c1Cl | 8 | 2 | 87* | 0.0 | 1503 | 12 | -3 | 0.29 | 3.7 | -3 | 4
Cc1cc(C)c(OCC(O)CN2CCN(c3ccccn3)CC2)c(C)c1 (stereo not drawn) | 1 | 3 | -4 | -0.2 | 1517 | -11 | 0 | 0.26 | 0.1 | ? | -17
O=Cc1cccc(Oc2ncccn2)c1 | 1 | 0 | -10 | -0.7 | 1570 | -7 | -1 | 1.1 | 0.2 | 0 | -1
COc1ccc(-n2nc(C(=O)NCC(=O)N3CCN(c4ccccn4)CC3)c3ccccc3c2=O)cc1 | 4 | -11 | 23 | 0.0 | 1558 | -3 | 0 | 0.13 | -0.9 | -3 | 16
CCN(CC)S(=O)(=O)c1cc(C(=O)Nc2cc(Cl)ccc2N2CCN(C)CC2)ccc1Cl | -2 | -4 | 100* | -0.1 | 1454 | -2 | 1 | 0.38 | 0.8 | -6 | ·
Cc1cc(C(=O)CSc2nnc(-c3ccccc3)n2Cc2ccc3c(c2)OCO3)c(C)n1C | 7 | 5 | -3 | 2.0 | 1708 | -2 | 5 | 0.83 | 3.0 | 0 | 1
CCc1ccc(Nc2cnn(C34CC5CC(CC(CC(=O)O)(C5)C3)C4)c(=O)c2Cl)cc1 | 6 | 3 | -2 | 0.3 | 1643 | 3 | 5 | 0.83 | 1.3 | 2 | 0
CSC(=S)N/N=C/c1ccc(Br)cc1 | 18 | 1 | 7 | -0.7 | 1603 | 28 | 7 | 2 | 3.7 | -3 | -17
N#CC1=C(N)N(c2ccccc2Sc2ccccc2)C(=O)C1 | 0 | 4 | -3 | -0.6 | 1535 | 22 | 3 | · | 1.9 | 1 | -2
Cc1sc2nc(CSc3ccccc3)nc(NCCN(C)C)c2c1C | 2 | 0 | 92* | 0.1 | 1635 | 8 | 0 | · | 0.9 | -7 | -3
CCC(=O)N1c2ccccc2NC2=C(C(=O)CC(c3ccco3)C2)C1c1ccco1 (stereo not drawn) | 5 | 2 | -6 | -1.5 | 1599 | -1 | 6 | -0.53 | -0.4 | -2 | ·
COc1ccccc1N1CCN(C(=O)C(=O)N/N=C/c2cccc(O)c2)CC1 | -5 | 0 | -4 | -6.7 | 1473 | 7 | 1 | · | 1.4 | 6 | ·
